# DNA FID counter – fluorescent intercalator displacement, NS3 helicase counter-screen. 0.17% of 290,000 active. DNA fluorescent intercalator displacement, fluorescence. inhibition, % at 7.9 µM; in the data active = inhibition above about 37%;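 also: 0% = vehicle and 100% = reference compound; higher means more ethidium bromide displaced from hairpin DNA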
# p-CIP stab down – p/CIP protein destabilization; F442A p/CIP-EGFP cells, EGFP fluorescence, 16 h; decrease of EGFP signal, % at 10 µM; Q05BA5; AID 1984; 0.01% of 290,000 active;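 active = EGFP signal decrease of at least 30% at 10 µM or well 3 SD below plate mean, unless failing retest; inactive = the rest, including hits failing retest or dose response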; also: some compounds called inactive have numbers as strong as hits; many of its hits are not listed in these tables
# Target sequence (Q05BA5 1-1403): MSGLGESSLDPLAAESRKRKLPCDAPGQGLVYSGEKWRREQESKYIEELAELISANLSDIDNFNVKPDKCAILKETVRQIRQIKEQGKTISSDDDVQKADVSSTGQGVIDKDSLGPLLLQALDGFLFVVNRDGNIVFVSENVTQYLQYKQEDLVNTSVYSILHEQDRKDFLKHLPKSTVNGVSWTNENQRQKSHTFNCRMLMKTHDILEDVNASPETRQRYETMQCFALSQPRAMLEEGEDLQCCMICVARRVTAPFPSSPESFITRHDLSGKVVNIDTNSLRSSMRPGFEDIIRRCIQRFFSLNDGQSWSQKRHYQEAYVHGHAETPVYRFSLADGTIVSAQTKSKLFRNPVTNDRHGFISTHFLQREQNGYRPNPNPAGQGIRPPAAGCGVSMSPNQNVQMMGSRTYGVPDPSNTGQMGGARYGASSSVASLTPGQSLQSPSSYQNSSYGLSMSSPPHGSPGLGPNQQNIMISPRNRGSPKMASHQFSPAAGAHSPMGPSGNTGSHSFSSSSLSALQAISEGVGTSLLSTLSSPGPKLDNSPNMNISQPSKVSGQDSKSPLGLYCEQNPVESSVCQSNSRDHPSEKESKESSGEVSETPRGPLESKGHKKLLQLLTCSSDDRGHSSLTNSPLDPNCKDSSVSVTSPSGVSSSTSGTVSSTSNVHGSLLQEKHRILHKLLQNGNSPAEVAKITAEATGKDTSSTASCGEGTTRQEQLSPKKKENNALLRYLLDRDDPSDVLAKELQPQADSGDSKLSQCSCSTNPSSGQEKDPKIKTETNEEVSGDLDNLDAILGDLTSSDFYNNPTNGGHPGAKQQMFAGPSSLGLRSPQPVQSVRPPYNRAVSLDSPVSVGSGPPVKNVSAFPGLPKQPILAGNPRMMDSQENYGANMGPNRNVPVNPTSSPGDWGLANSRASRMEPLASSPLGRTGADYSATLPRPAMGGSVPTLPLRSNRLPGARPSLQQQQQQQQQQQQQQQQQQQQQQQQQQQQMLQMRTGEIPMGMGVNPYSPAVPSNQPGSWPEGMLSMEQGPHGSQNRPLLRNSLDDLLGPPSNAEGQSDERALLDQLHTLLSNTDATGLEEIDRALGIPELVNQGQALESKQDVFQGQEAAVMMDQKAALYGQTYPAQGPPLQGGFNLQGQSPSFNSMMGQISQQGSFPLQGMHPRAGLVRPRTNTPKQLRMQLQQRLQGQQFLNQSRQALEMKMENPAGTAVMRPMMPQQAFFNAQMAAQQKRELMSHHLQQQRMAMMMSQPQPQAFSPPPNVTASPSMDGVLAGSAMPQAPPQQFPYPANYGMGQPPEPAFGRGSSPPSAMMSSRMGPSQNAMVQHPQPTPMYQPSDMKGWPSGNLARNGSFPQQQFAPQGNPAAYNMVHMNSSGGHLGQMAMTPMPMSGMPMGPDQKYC
# IMP-1 inhibitor – blocks Pseudomonas aeruginosa IMP-1 metallo-beta-lactamase; 0.45% of 290,000 active; AID 1556; inhibition, % at 5.6 µM; purified IMP-1, nitrocefin hydrolysis, epi-absorbance fluorescence;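 active = inhibition above the mean plus 3 SD of all compounds in the same screening run, cut at about 4.5% in these data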;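 also: 0% = IMP-1 with DMSO and 100% = DMSO wells lacking enzyme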
#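 System: Purified recombinant IMP-1 metallo-beta-lactamase enzyme | Measured by: Fluorescence quenching readout, ex 480/em 530 nm | Replication: Singlicate | Incubation: 15 min preincubation plus 25 min reaction at 25 °C | Evaluation: Percent inhibition from optical density relative to buffer-blank wells | Benchmarks: DMSO with and without IMP-1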
# IDE cell activ – activators of human insulin-degrading enzyme in cells; 0.073% of 340,000 active; AID 493087; P14735; activation, % at 5.96 µM; HEK cells, FAbeta-B cleavage, fluorescence polarization; 0% vehicle, 100% cell-free pure enzyme wells;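 active = activation above the mean of all tested compounds plus 3 SD, set per screening campaign, cut at about 17% in these data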
# HCV NS3 hel inh – HCV NS3 helicase inhibition. NS3 helicase DNA unwinding, Cy5 molecular beacon fluorescence. inhibition, % at 10.9 µM. 0.56% of 290,000 active;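 active = inhibition above the mean of all tested compounds plus 3 SD, set per campaign, cut at about 35% in these data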;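 also: 0% = DMSO wells and 100% = thioflavine S control wells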
#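 Material: hepatitis C virus NS3 helicase domain fragment enzyme; measured by: Cy5 fluorescence, 0 and 60 min reads; control set: DMSO and thioflavine S; incubation: 60 min unwinding reaction at 25 °C after ATP addition; read-out basis: % inhibition from 60/0 min fluorescence ratio, DMSO 0%, thioflavine S 100%; repeats: singlicate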
# SUMO HTRF inh – inhibitors of human SUMOylation (UBC9) | P63279 | HTRF SUMOylation assay, SAE1/SAE2 + UBC9, in vitro | inhibition, % at 35 µM | 0.36% of 290,000 active | AID 2006; in the data active = inhibition above about 50%, passing the limit was not always enough; also: strong numbers were not always called active
# VIM-2 inhibitor – blocks Pseudomonas aeruginosa VIM-2 metallo-beta-lactamase; purified VIM-2, nitrocefin hydrolysis, epi-absorbance fluorescence; inhibition, % at 5.6 µM; 0.89% of 290,000 active; AID 1527;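 active = inhibition above the mean of all tested compounds plus 3 SD, cutoff set per screening run, cut at about 7.5% in these data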;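 also: red hydrolysis product quenches plate fluorescence so inhibitors raise well fluorescence; 0% = enzyme with DMSO and 100% = DMSO without enzyme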
# M18AAP inhibitor – blocks P. falciparum M18 aspartyl aminopeptidase | recombinant PfM18AAP, H-Glu-NHMec fluorogenic cleavage | inhibition, % at 7.35 µM | 1.2% of 290,000 active;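 active = inhibition above the campaign mean inhibition over all tested compounds plus 3 SD, cut at about 28% in these data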;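 also: 0% = plate median of test compound wells and 100% = 2 mM ZnCl2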
# IDE inh – cellular human IDE inhibition. inhibition, % at 5.59 µM. HEK cells, FAbetaB cleavage, fluorescence polarization. 0.41% of 320,000 active. AID 434962;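 active = percent inhibition above the average of all tested compounds plus 3 SD, set per screening campaign, cut at about 16% in these data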;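 also: IDE supplied by intact live HEK cells; FP after avidin binding of uncleaved biotin substrate so inhibition keeps polarization high; 0% = DMSO wells and 100% = 60 µM reference IDE inhibitor Ii1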
# An asterisk follows results filed as active; x = no result given.
SMILES,DNA FID counter,p-CIP stab down,IMP-1 inhibitor,IDE cell activ,HCV NS3 hel inh,SUMO HTRF inh,VIM-2 inhibitor,M18AAP inhibitor,IDE inh
COc1cc(CNC(C)(C)CO)cc(Br)c1OCc1ccc(Cl)cc1Cl,32,1,-1.9,-2,-53,-1,0.3,1,2
COc1ccc(OCC(=O)O/N=C(\N)c2ccc(OC)cc2)cc1,-5,-4,-2.1,3,-3,6,-0.8,-11,4
CCOC(=O)C(=CNc1ncccc1C)C(=O)OCC,-13,9,-2.8,-2,0,-4,-0.3,-2,-4
O=C1CC(=O)N(c2ccccc2)N1c1ccccc1,-33,-3,-0.1,4,38*,30,-4.5,1,1
O=C(c1c(F)c(F)c(F)c(F)c1F)N1CCN(c2cccc(C(F)(F)F)c2)CC1,3,-12,-1.3,6,-5,18,-0.4,-7,4
C=CCn1c(-c2cccc(S(=O)(=O)N(CC)CC)c2)n[nH]c1=S,-11,-10,-3.3,2,9,22,-3.9,25,5
Cc1cc(=O)[nH]c(SCC(=O)c2ccc(F)c(C)c2)n1,-7,0,1.6,3,5,15,1.9,-2,2
O=C(NCc1ccccc1Cl)C1CCCN(S(=O)(=O)c2cccc3nonc23)C1 (stereo not given),-14,-1,-3.1,3,6,-1,-1.2,2,5
COc1ccc2[nH]c(C)c(CCNc3ccc(C(F)(F)F)cc3[N+](=O)[O-])c2c1,2,-1,-3.0,5,-19,-11,-3.2,-6,4
ClCC1NCC(c2ccccc2Cl)c2c1[nH]c1ccccc21 (stereo not given),-4,-17,0.3,1,-33,-7,-3.1,3,-8
CC(c1ccccc1)n1c(-c2ccc(C(C)(C)C)cc2)n[nH]c1=S (stereo not given),-39,-8,-3.9,-3,0,-7,-3.7,2,-3
COc1ccc(N2CCN(c3oc(-c4ccccc4OC)nc3C#N)CC2)cc1,-23,0,-3.0,2,-8,-6,-1.3,-4,1
O=C(Nc1ccc(F)cc1)N1CCC(c2nc3c(nnn3Cc3cccc(Cl)c3)c(=O)[nH]2)CC1,-20,-1,-3.2,-2,-2,2,-2.3,8,8
O=C(CSc1nnnn1-c1cccc(F)c1)Nc1nc2ccccc2s1,-3,0,-4.9,3,0,0,-3.3,2,0
O=C(NCc1ccco1)C1CCC(N2C(=O)c3ccccc3C2=O)CC1 (stereo not given),-24,2,-3.0,3,2,13,-3.4,2,-2
CC(=O)NS(=O)(=O)c1ccc(NS(=O)(=O)c2ccc(F)cc2)cc1,0,-12,-0.8,6,6,-1,-5.2,11,0
CC(=O)Nc1ccc(S(=O)(=O)Nc2nc3ccccc3nc2-n2ccc(=NC(=O)c3ccccc3)cc2)cc1,3,-10,1.3,x,4,15,-0.3,-7,7
COc1ccc(S(=O)(=O)NCCN2CCOCC2)cc1[N+](=O)[O-],-2,-26,-1.0,-1,2,3,-0.3,-9,1
Cc1nn(-c2ccccc2Cl)c(Cl)c1/C=N/Nc1cccc(C(=O)O)c1,-25,0,-1.3,4,11,-3,-2.8,6,3
COc1cccc(NC(=O)CSc2nnc(NC(=O)c3ccco3)s2)c1,-6,7,-1.8,-1,5,6,1.5,-4,3
Cc1nc2c(C(=O)NCCc3ccccc3)c[nH]n2c(=O)c1Cl,-28,-19,-6.2,6,-13,17,1.7,-8,1
Cc1cc(C)c2c(N)c3cccc(C)c3nc2n1,31,-3,-0.8,2,7,14,18*,2,6
COc1ccc(NC(=O)C(c2ccc(OC)cc2)N(C)C(=O)CNC(C)=O)cc1 (stereo not given),-7,-6,-0.2,5,-4,-8,-1.3,10,-4
Cc1ccc(CNC(=O)CN(C(=O)C2(C)CC(=O)N=C3C=CC=CN32)c2ccccc2)cc1 (stereo not given),-12,-16,1.8,-2,-7,22,-2.4,-6,-3
N/C(=N/O)C(c1ccccc1)c1ccccc1,-9,8,-2.9,4,-8,-12,-4.5,-3,1
Cc1cccc2nc3c(nc12)CCCC3,-7,-3,-2.8,-4,4,10,0.5,-2,0
O=S(=O)(NCc1csc(-c2ccccc2)n1)c1ccc(Cl)s1,-8,-20,-2.1,-7,-6,5,-3.2,-4,3
CCOC(=O)N1CCN(C(=O)CN(c2ccc(C)cc2)S(=O)(=O)c2c(C)noc2C)CC1,-33,-7,-2.4,-4,-1,4,-2.1,-5,1
O=C(NCc1ccccc1Cl)c1ccc(CS(=O)(=O)c2ccccc2)o1,-24,-26,-2.0,2,-1,-6,-0.9,-1,1
Cc1nn(-c2ccc([N+](=O)[O-])cc2)c(N)c1-c1ccccc1,3,-5,-0.7,0,-1,16,-1.1,-9,3
COc1ccc(CC(=O)Nc2ccc(NC(=O)c3ccc(Br)cc3)cc2)cc1OC,2,13,-0.8,-2,4,2,2.5,-5,1
COc1cc(/C=C(\C#N)c2ccccn2)ccc1OCC(=O)Nc1c(Cl)cccc1Cl,-9,8,-2.8,-1,-5,20,-2.8,-1,7
Cc1nnc(Sc2nc3c(c(=O)[nH]c(=O)n3C)n2CCc2ccccc2)s1,x,13,x,0,x,8,x,x,4
COc1ccc(NC(=O)CN2c3cccc4cccc(c34)S2(=O)=O)cc1,-7,2,-0.6,-8,1,0,-1.3,2,6
COc1ccc(NC(=O)CCn2nnc(-c3ccc(C)cc3)n2)cc1OC,-16,0,-2.5,2,30,8,1.0,7,3
COCc1cnc(C)nc1N,-1,-3,-3.1,-2,4,11,-5.6,-2,1

# Compound profiles, as listed above. Screens in order: DNA FID counter | p-CIP stab down | IMP-1 inhibitor | IDE cell activ | HCV NS3 hel inh | SUMO HTRF inh | VIM-2 inhibitor | M18AAP inhibitor | IDE inh
# COc1ccc(NC(=O)CCn2nnc(-c3ccc(C)cc3)n2)cc1OC reads -16 | 0 | -2.5 | 2 | 30 | 8 | 1.0 | 7 | 3
# COc1ccc(CC(=O)Nc2ccc(NC(=O)c3ccc(Br)cc3)cc2)cc1OC reads 2 | 13 | -0.8 | -2 | 4 | 2 | 2.5 | -5 | 1

# (list continues)
SMILES,DNA FID counter,p-CIP stab down,IMP-1 inhibitor,IDE cell activ,HCV NS3 hel inh,SUMO HTRF inh,VIM-2 inhibitor,M18AAP inhibitor,IDE inh
O=C(NN/C(=N/S(=O)(=O)c1ccc(Cl)cc1)c1ccccc1)c1cccc(Cl)c1,-36,3,-5.7,-1,9,-4,-4.4,4,1
COc1ccc(NC(=O)CSc2nc3nc(C)cc(C)n3n2)cc1,-8,3,-2.6,0,9,4,1.8,3,4
CCOc1ccc(CN(C)CC(=O)NCc2ccc(F)cc2)cc1,5,-18,-0.4,-3,-7,5,0.1,-14,2
COc1cc(C(=O)NCCCN(C)C)ccc1OCC(=O)Nc1cccc(C(F)(F)F)c1,13,9,-1.9,x,-24,-4,2.2,-5,3
O=C(CSc1ccc2nnc(CCNC(=O)c3ccccc3)n2n1)NCc1ccc(F)cc1,-37,-94,-3.3,2,14,-2,-2.3,1,3
CCC(Cc1ccccc1)NC(=O)C1CC1 (stereo not given),-11,6,-4.0,1,41*,-8,-1.9,5,x
CC(C)(C)c1ccc(C(=O)NCCNC(=O)c2ccco2)cc1,-21,-10,-1.1,2,-2,-2,0.2,-7,6
Cc1ccc(NC(=O)Nc2ccc(Cl)cn2)cc1,-3,7,-0.7,5,1,-6,-0.6,-5,x
CCN(/C(N)=N/c1nc(C)cc(C)n1)c1ccccc1,-3,-2,-0.4,0,-7,-3,2.4,-2,0
CC(Nc1nc(-c2ccccc2)nc2ccccc12)c1ccccc1 (stereo not given),18,-2,-0.4,4,-39,-23,1.6,-12,3
CCOc1ccccc1CN1CCNC(=O)C1CC(=O)NC1CCCCCC1 (stereo not given),-29,1,0.3,3,-6,-5,-2.5,12,-4
c1ccc(OCc2noc(CN3CC[C@@H]4CCCC[C@H]4C3)n2)cc1,-1,1,-1.8,-2,3,-16,-3.4,4,0
CCC(N=c1cc(-c2ccc(OC)cc2)oc2ccc(C)cc12)C(=O)O (stereo not given),0,7,-3.5,5,-33,12,2.6,2,-1
CC(C)c1ccccc1NC(=O)COC(=O)c1cc(=O)[nH]c(=O)[nH]1,1,13,-1.9,-3,6,2,-2.6,-7,5
Cc1ccc2oc(=O)c3cnn(CC(=O)N(CCN(C)C)Cc4ccco4)c3c2c1,15,-7,-1.8,2,-5,7,-1.0,-4,5
O=C(Nc1nnc(CCN2CCCCC2)s1)c1ccc(Br)cc1,1,-5,-1.7,0,-4,23,-2.3,2,3
COc1ccc(NC(=O)C2CCCN(S(=O)(=O)c3cccc4cccnc34)C2)cc1 (stereo not given),-21,-6,-0.5,3,-9,2,-1.6,1,0
CC(=O)NCCn1c(SCc2ccccc2F)nc2ccccc2c1=O,-30,9,-0.1,-1,14,-13,-1.1,-4,6
Cc1ccc(-n2nnnc2-c2cnn(-c3ccc(F)cc3)c2C(F)(F)F)cc1,0,-18,-1.0,1,-3,14,0.2,-13,1
Cc1ccc(OC(=S)Nc2ccc(O)cc2)cc1,-13,2,-1.6,5,6,19,-1.0,27,-2
Cn1cccc1Cc1nnc(SCC(=O)Nc2ccc3c(c2)OCCO3)n1CCc1ccccc1,-40,-3,-4.6,2,12,22,-1.3,10,5
O=C1c2ccccc2C(=O)N1CSc1nnnn1-c1ccccc1,1,6,-2.9,-2,2,-17,-1.0,-6,5
NC(=O)CCCCC(=O)OCCCc1cccs1,-10,-4,-2.5,5,0,17,-1.1,-2,1
Cc1[nH]c(=O)[nH]c(=O)c1NC(=O)c1sc2nc3c(C)cccc3cc2c1N,-4,-20,-1.2,-3,5,28,0.1,-1,4

# Individual results from the entries so far:
# Result of `COc1ccc(NC(=O)C2CCCN(S(=O)(=O)c3cccc4cccnc34)C2)cc1` (stereo not given) under p-CIP stab down: -6
# Result of `Cc1ccc(OC(=S)Nc2ccc(O)cc2)cc1` under IMP-1 inhibitor: -1.6

# The list continues:
SMILES,DNA FID counter,p-CIP stab down,IMP-1 inhibitor,IDE cell activ,HCV NS3 hel inh,SUMO HTRF inh,VIM-2 inhibitor,M18AAP inhibitor,IDE inh
CCOc1cc(CNCc2ccncc2)cc(Cl)c1OC,-1,2,-1.0,6,9,-2,-1.3,4,-2
Cc1ccc(C(=O)OCn2nnc3ccccc3c2=O)cc1[N+](=O)[O-],-8,-13,-2.6,6,2,25,-2.0,-7,-3
CC12CCCCC1c1ccccc1C(=NCC(=O)O)N2 (stereo not given),-4,-8,-1.6,6,-2,4,-3.1,4,-6
Cc1nc2ccc(NC(=O)COc3ccccc3[N+](=O)[O-])cc2s1,0,-8,-2.2,x,4,15,-2.5,-1,0
O=C(c1ccc(Cl)c(S(=O)(=O)N2CCCCCC2)c1)N1CCCCC1,-48,-18,-1.6,-7,18,-5,-0.4,-1,4
COc1ccc(C(=O)N(CC(=O)Nc2sc(C)c(C)c2C(N)=O)C2CCCC2)cc1,-28,9,-0.5,4,0,-2,-0.9,-4,-1
COC(=O)CCC(=O)N(CCN(C(=O)CCC(=O)OC)c1ccccc1)c1ccccc1,-26,-7,-2.8,x,-4,19,-3.0,-5,2
N#CCSc1ncccc1-c1nc2ccccc2[nH]1,0,0,-5.6,1,0,6,-2.6,0,-3
Brc1cccc(OCCCN2CCCCCC2)c1,12,-9,-1.3,1,-1,6,-2.2,6,1
CCNC(=O)NC(=O)COC(=O)CCCc1nc2ccccc2s1,-27,-5,-3.1,-6,12,24,-2.3,1,5
CC(C)Sc1nc(N)nc(-c2cccs2)c1C#N,2,-7,-2.3,0,-5,7,-1.6,9,-1

# Source: PubChem BioAssay (several laboratories)
